B2AR arrestin ag – agonists recruiting beta-arrestin to human beta2-adrenergic receptor | 44,000 tested, under 10 active | AID 1347077 | P07550 | HTLA Tango cells, beta-arrestin recruitment, luciferase luminescence, 18 h | Potency, µM (series often up to 46.1 µM), for inactives: top-dose activation, most hits filed as activators;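 note: potency is the fitted concentration of half-maximal effect; 0% = DMSO and full agonism = EC100 isoproterenol or metaproterenol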
Target sequence (P07550 whole entry, looked up): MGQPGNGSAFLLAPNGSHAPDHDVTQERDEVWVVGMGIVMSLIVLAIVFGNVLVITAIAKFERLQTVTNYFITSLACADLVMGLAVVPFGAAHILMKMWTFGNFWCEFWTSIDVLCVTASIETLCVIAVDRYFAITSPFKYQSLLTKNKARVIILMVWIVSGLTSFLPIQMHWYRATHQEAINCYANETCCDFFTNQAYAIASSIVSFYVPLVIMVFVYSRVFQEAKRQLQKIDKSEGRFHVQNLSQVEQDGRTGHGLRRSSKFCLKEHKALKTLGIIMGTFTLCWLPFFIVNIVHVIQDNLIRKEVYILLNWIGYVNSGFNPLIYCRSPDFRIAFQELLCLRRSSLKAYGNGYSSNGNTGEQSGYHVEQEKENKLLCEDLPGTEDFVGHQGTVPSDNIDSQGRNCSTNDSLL
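First, Tango cells carrying beta2-AR and beta-arrestin fusions received compound up to 46 microM. After 18 hr at 37 degrees C, luciferase substrate was added for 15 minutes, then luminescence gave %Activity for curve fitting.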
GALK inhibitor – GALK (human) enzyme inhibition; recombinant GALK, Kinase-Glo ATP luminescence, 1 h; Potency, µM (titrated, usually from 57.5 µM), without a hit: at the highest dose activity, negative = inhibition, most hits filed as inhibitors; 44,000 tested, under 10 active;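 note: plate controls were full GALK reaction for no effect and reaction lacking GALK for full effect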
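Reactions with and without enzyme served as controls. GALK at 5 nM phosphorylates 100 uM galactose using 35 uM ATP (HEPES pH 8.0, Mg2+) for 1 h at RT, with luminescence read 10 min after adding Kinase-Glo Plus.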
FH mod – Identification of activators of human fumarate hydratase by quantitative high-throughput screening | AID 1347055, 2019 | Potency, µM (top dose mostly 79.9 µM), for the others: at the highest dose activity change, negative = inhibition, most hits filed as inhibitors | FH coupled MDH/diaphorase resazurin fluorescence, 15 min | Fumarate hydratase, mitochondrial (Homo sapiens), P07954 | actives 0.22% (n = 54,000); note: potency is the fitted concentration of half-maximal effect; % is set by controls: 0 for no effect and ±100 for the full control effect; the screen sought activators but most active calls are inhibition curves; nearly all actives have a fitted effect of over 45% in size
p53null 39C tox – kills p53 null cells at the nonpermissive temperature; H1299 p53-null (neo) cells, 39C, ATPlite viability, 24 h; actives 0.97% (n = 55,000); Potency, µM (top dose mostly 46.1 µM), inactives show top-dose activity, negative = cell killing, usual class: cytotoxic;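 note: potency is the fitted concentration of half-maximal effect; 0% = DMSO only and -100% = full killing by 100 µM tamoxifen; nearly all actives have a fitted effect of over 50% in size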
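Temperature-shift cytotoxicity format: compound titrations on p53-null or A138V-expressing H1299 cells held 24 hr at 39C, cell ATP then measured, AC50 from Hill model.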
NTMT1 inhibitor – NTMT1 methyltransferase inhibition | actives 2.5% (n = 59,000) | Q9BV86 | Potency, µM (top dose mostly 114 µM), without a hit: at the highest dose activity change, negative = inhibition, hits mostly inhibitors | NTMT1 MTase-Glo SAH luminescence, purified enzyme;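 note: potency is the fitted concentration of half-maximal effect; plate controls were DMSO vehicle for no effect and no enzyme for full effect; nearly all actives have a fitted effect of over 65% in size; many of its hits are not listed in these tables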
Target sequence (Q9BV86 whole entry, looked up): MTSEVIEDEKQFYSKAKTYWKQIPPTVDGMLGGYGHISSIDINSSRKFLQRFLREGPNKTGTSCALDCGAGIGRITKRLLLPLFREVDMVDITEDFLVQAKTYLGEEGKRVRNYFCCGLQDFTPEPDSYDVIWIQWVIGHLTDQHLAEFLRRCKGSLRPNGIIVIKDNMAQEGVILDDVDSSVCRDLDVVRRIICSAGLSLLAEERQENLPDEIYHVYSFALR
p53null 32C tox – selectivity test: cytotoxicity in p53 null cells, permissive temperature | actives 0.62% (n = 55,000) | H1299-neo p53 null cells, ATP luminescence, 24 h, 32C | Potency, µM (series often up to 46.1 µM), for the others: top-dose activity change, negative = cytotoxicity, actives largely listed as cytotoxic;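 note: potency is the fitted concentration of half-maximal effect; 0% = DMSO only and -100% = full killing by 100 µM tamoxifen; nearly all actives have a fitted effect of over 55% in size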
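Cytotoxicity: H1299-neo (no p53), 32C, 24 h treatment. Concentrations up to 46 uM. Readout cellular ATP, luminescence. Normalization to DMSO basal and tamoxifen 100 uM maximal kill.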
PTAP-TSG101 blk – blocks PTAP binding to human TSG101, validation; Fluorescence polarization, FITC-PTAP peptide/Tsg101, 20 min; Potency, µM (doses to about 115 µM), for the others: at the highest dose activity change, negative = inhibition, hits mostly inhibitors; 44,000 tested, under 10 active; AID 1347069; note: potency is the fitted concentration of half-maximal effect; 0% is about no effect
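qHTS FP binding, 20 min r.t.: 10 uM Tsg101 domain + 50 nM FITC-PTAP peptide, pH 7.5 HEPES buffer with TCEP and EDTA.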
* = called active by the depositor; ? = inconclusive; [ ] = another dose, or the depositor's remark. Calls come from the whole dose curve; as a rule, active = well fitted curve in the direction sought with a large enough effect; inconclusive = small, poorly fitted or top-dose-only effect, or another doubt; inactive = no such curve, though single readings can be large; an effect the other way counts as inactive or inconclusive. Not all compounds are listed; count on the stated rates, not on these rows.

Second line of a record – p53null 39C tox, GALK inhibitor, B2AR arrestin ag, NTMT1 inhibitor, p53null 32C tox, FH mod, PTAP-TSG101 blk
1: Cn1cc(/C=C/c2nc3ccccc3c(=O)n2-c2ccccc2)c2ccccc21
  -7%, -1%, 0%, -25%, -5%, 25%, -2%
2: COc1ccc(-n2c(/C=C\c3ccccc3F)nc3ccccc3c2=O)cc1OC
  3%, 2%, 1%, -2%, -3%, 0%, -8%
3: COc1cccc(NC(=O)Cn2cc(C(=O)c3ccccc3)c3ccccc32)c1
  0%, 2%, 1%, 2%, 9%, -12%, -10%
4: COc1ccc(Cl)cc1NC(=O)c1sc2nc3c(cc2c1N)N1CCC3CC1
  3%, 1%, 0%, 3%, -7%, -5%, -1%
5: CCOC(=O)c1ccc(NC(=O)c2cccn(Cc3ccc(C)cc3)c2=O)cc1
  4%, 1%, -2%, 9%, 4%, -3%, 0%
6: Cc1ccc(Cn2cccc(C(=O)Nc3ccc(C)c(Cl)c3)c2=O)cc1
  4%, -6%, -3%, 4%, -1%, -6%, -7%
7: CCOc1ccc(C(=O)Nc2cc(NC(=O)c3ccco3)ccc2OC)cc1Br
  -2%, 3%, 7%, -19%, ?, 6%, 1%
8: COc1ccccc1-c1nn2c(=O)cc(CN3CCN(C(=O)COc4ccccc4Cl)CC3)nc2s1
  -1%, -2%, 0%, -6%, 3%, -11%, -5%
9: CSc1ccc(CN2CCN(C(=O)COc3ccc(C)cc3)CC2)cc1
  1%, -1%, 0%, -14%, 2%, -12%, 7%
10: COc1ccc2c(c1)c(=O)c(C(=O)c1ccc(Cl)cc1)cn2CC(=O)Nc1ccc2c(c1)OCCO2
  ?, 7%, -1%, ?, -1%, -14%, 3%
11: CCOc1ccc(CC(=O)Nc2ccc3c(c2)N(C)C(=O)c2ccccc2S3)cc1OCC
  43%[activator], 2%, 0%, 9%, 2%, ?, 0%
12: Cc1ccc(C)c(CN2C(=O)c3ccccc3Sc3ccc(C(=O)N4CCC5(CC4)OCCO5)cc32)c1
  6%, -1%, 7%, 18%, -3%, ?, -3%
13: COc1ccccc1N1CCN(C(=O)c2cc3c(-c4ccccc4F)nn(C)c3s2)CC1
  18%, 9%, 0%, -11%, 41%[activator], ?, -9%
14: CCOC(=O)c1ccc(NC(=O)CSc2nc3c(cc2C#N)N2CCC3CC2)cc1
  -7%, 9%, 1%, -8%, 7%, -18%, 2%
15: Cc1cc(C)cc(NC(=O)CN2C(=O)CN=C(c3ccccc3)c3cc(Cl)ccc32)c1
  22%, 4%, 5%, -4%, 30%[activator], ?, 0%

Nine entries already listed, ordered by count of non-hydrogen atoms, falling:
Second line of a record – p53null 39C tox, GALK inhibitor, B2AR arrestin ag, NTMT1 inhibitor, p53null 32C tox, FH mod, PTAP-TSG101 blk
12: Cc1ccc(C)c(CN2C(=O)c3ccccc3Sc3ccc(C(=O)N4CCC5(CC4)OCCO5)cc32)c1
  6%, -1%, 7%, 18%, -3%, ?, -3%
8: COc1ccccc1-c1nn2c(=O)cc(CN3CCN(C(=O)COc4ccccc4Cl)CC3)nc2s1
  -1%, -2%, 0%, -6%, 3%, -11%, -5%
11: CCOc1ccc(CC(=O)Nc2ccc3c(c2)N(C)C(=O)c2ccccc2S3)cc1OCC
  43%[activator], 2%, 0%, 9%, 2%, ?, 0%
13: COc1ccccc1N1CCN(C(=O)c2cc3c(-c4ccccc4F)nn(C)c3s2)CC1
  18%, 9%, 0%, -11%, 41%[activator], ?, -9%
15: Cc1cc(C)cc(NC(=O)CN2C(=O)CN=C(c3ccccc3)c3cc(Cl)ccc32)c1
  22%, 4%, 5%, -4%, 30%[activator], ?, 0%
2: COc1ccc(-n2c(/C=C\c3ccccc3F)nc3ccccc3c2=O)cc1OC
  3%, 2%, 1%, -2%, -3%, 0%, -8%
7: CCOc1ccc(C(=O)Nc2cc(NC(=O)c3ccco3)ccc2OC)cc1Br
  -2%, 3%, 7%, -19%, ?, 6%, 1%
4: COc1ccc(Cl)cc1NC(=O)c1sc2nc3c(cc2c1N)N1CCC3CC1
  3%, 1%, 0%, 3%, -7%, -5%, -1%
9: CSc1ccc(CN2CCN(C(=O)COc3ccc(C)cc3)CC2)cc1
  1%, -1%, 0%, -14%, 2%, -12%, 7%

Continuation:
Second line of a record – p53null 39C tox, GALK inhibitor, B2AR arrestin ag, NTMT1 inhibitor, p53null 32C tox, FH mod, PTAP-TSG101 blk
16: CCSc1nnc(NC(=O)c2cccn(Cc3ccc(Cl)cc3)c2=O)s1
  12%, -5%, 1%, 22%, -5%, 4%, 0%
17: CCc1ccc(-n2nc(C)c3c2NC(=O)CSC3c2ccccc2C)cc1 (configuration not stated)
  ?, -1%, -2%, 0%, -4%, -23%, 3%
18: CC(C)(C)c1ccc(C(=O)Nc2ccc3nc(SCC(=O)N4CCCC4)sc3c2)cc1
  ?, 3%, -4%, -6%, 20µM*, ?, 0%
19: CSc1ccc(CN2CCN(C(=O)COc3cccc(C)c3)CC2)cc1
  7%, 0%, 1%, ?, -4%, -16%, 0%

Two entries from above, reformatted:
No.	molecule	p53null 39C tox	GALK inhibitor	B2AR arrestin ag	NTMT1 inhibitor	p53null 32C tox	FH mod	PTAP-TSG101 blk
18	CC(C)(C)c1ccc(C(=O)Nc2ccc3nc(SCC(=O)N4CCCC4)sc3c2)cc1	?	3%	-4%	-6%	20µM*	?	0%
19	CSc1ccc(CN2CCN(C(=O)COc3cccc(C)c3)CC2)cc1	7%	0%	1%	?	-4%	-16%	0%
